Apaf1 inhib: human Apaf-1 inhibition; O14727; reconstituted apoptosome caspase-3 activity, DEVD-Rh110 fluorescence; inhibition, % at 20 µM; 330,000 compounds, 0.71% hits; AID 489030; active = inhibition of at least 40% at 20 µM;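 also: plate controls were DMSO wells for no effect and DEVD-CHO caspase inhibitor wells for full effect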
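Material: reconstituted apoptosome with Apaf-1, cytochrome c, caspase-9, procaspase-3, dATP; medium: pH 7.5 Hepes buffer with CHAPS, BSA, DTT; also added: cytochrome c and DEVD-Rh110 substrate; timing: 30 min plus 50 min, RT; signal: Rh110 fluorescence intensity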
HKDC1 inhibitor: inhibitors of human hexokinase HKDC1 | Q2TB90 | recombinant HKDC1, G6PDH/diaphorase resazurin coupled fluorescence | 340,000 compounds, 0.16% hits | inhibition, % at 20 µM;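 active = inhibition above about 35% when tested at 20 µM, limit read from the data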;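 also: plate controls were DMSO wells with enzyme for no effect and DMSO wells lacking enzyme for full effect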
Target sequence (Q2TB90 whole entry, looked up): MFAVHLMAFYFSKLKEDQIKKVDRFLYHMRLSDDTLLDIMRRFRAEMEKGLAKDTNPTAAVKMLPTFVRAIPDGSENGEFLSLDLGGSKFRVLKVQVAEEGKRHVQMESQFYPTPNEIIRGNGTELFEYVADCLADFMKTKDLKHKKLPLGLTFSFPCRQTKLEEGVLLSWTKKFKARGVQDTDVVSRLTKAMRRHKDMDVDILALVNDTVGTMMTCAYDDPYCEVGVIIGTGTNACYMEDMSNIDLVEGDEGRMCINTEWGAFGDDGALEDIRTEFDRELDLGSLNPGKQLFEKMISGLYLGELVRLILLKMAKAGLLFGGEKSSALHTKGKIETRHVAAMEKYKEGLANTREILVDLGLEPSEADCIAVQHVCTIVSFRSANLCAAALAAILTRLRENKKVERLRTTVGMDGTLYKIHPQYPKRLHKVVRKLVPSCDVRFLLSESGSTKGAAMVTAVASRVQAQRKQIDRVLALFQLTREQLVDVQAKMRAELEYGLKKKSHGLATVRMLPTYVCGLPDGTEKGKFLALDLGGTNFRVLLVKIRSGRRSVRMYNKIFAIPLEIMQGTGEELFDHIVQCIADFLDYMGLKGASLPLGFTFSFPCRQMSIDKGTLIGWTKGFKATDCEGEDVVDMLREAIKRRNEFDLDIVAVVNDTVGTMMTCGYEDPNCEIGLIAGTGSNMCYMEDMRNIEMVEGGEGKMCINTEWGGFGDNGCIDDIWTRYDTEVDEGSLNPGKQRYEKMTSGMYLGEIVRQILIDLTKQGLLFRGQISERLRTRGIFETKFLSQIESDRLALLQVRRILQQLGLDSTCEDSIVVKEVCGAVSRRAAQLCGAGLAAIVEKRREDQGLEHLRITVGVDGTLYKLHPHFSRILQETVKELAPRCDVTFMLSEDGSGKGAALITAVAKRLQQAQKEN
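Material: recombinant HKDC1 hexokinase; Amount: HKDC1 at 5 µg/mL; Medium: Tris pH 8.0 buffer with MgCl2, Tween-20, BSA, BME; Schedule: 90 min reaction incubation at room temperature, dark; Technique: coupled resazurin fluorescence, excitation 525 nm, emission 613 nm.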
PfGluPho inh: PfG6PD (Plasmodium falciparum) enzyme inhibition | AID 504690 | inhibition, % at 20 µM | 350,000 compounds, 0.78% hits | PfGluPho enzyme, NADPH resazurin-diaphorase fluorescence;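 active = inhibition reaching at least a set limit at 20 µM in the primary screen, cut at about 59% in these data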;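 also: 0% = DMSO wells with substrate and 100% = DMSO wells lacking glucose-6-phosphate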
SENP7 block: blocks the human protease SENP7 | recombinant SENP7, Z-RLRGG-aminoluciferin luminescence, 40 min | inhibition, % at 5 µM | AID 434973 | 330,000 compounds, 1.5% hits | Q9BQF6;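 active = inhibition above about 50% at the single test dose, limit read from the data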;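 also: plate controls were DMSO with enzyme for no effect and no enzyme buffer wells for full effect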
SENP1 FRET inh: inhibitors of human SENP1 SUMO protease catalytic domain | AID 624204 | recombinant SENP1 catalytic domain, CyPet-SUMO1-YPet FRET cleavage | 360,000 compounds, 0.21% hits | inhibition, % at 10 µM;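 active = inhibition at least 30% at 10 µM, raw YFP signal under a set limit, fluorescence ratio 0.5 to 1.5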;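 also: 0% = enzyme with DMSO and 100% = no enzyme wells; some results filed as inactive read as strong as hits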
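Assay system – human recombinant His6-tagged SENP1 catalytic domain enzyme · Input – SENP1 enzyme, 20 pM final · Buffer or medium – Tris pH 8 buffer plus EDTA, NaCl, BME, BSA, NP40, catalase · Schedule – 50 min reaction at room temperature · Technique – FRET read of cyan and yellow fluorescence · Control set – no-enzyme wells low, DMSO-plus-enzyme wells high control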
SENP6 block: inhibitors of human SENP6 protease; Q9GZR1; Recombinant SENP6 catalytic domain, aminoluciferin luminescence; inhibition, % at 10 µM; 330,000 compounds, 1.8% hits;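 active = inhibition above about 50% at the single tested dose, limit read from the data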;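 also: plate controls were DMSO wells with enzyme for no effect and DMSO wells lacking enzyme for full effect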
SENP8 block-1: inhibitors of human SENP8 protease | inhibition, % at 10 µM | purified SENP8, Z-RLRGG-aminoluciferin cleavage, luminescence | AID 2540 | 330,000 compounds, 1.2% hits; in the data active = inhibition above about 50%
Target sequence (Q96LD8 whole entry, looked up): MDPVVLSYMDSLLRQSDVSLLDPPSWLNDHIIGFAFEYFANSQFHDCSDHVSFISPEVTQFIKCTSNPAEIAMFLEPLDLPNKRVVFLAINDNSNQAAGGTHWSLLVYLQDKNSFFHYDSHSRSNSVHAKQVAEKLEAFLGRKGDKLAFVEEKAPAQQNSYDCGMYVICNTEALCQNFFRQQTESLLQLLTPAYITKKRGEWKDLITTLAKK
SENP8 block-2: blocks human SENP8 cleavage of Nedd8 substrate. 360,000 compounds, 0.64% hits. inhibition, % at 20 µM. AID 602440. Q96LD8. recombinant SENP8, Nedd8 substrate fluorescence; in the data active = inhibition mostly above about 40%, no sharp cut-off; inactive = mostly below about 27%
* = called active by the depositor; . = no result given.

SMILES	Apaf1 inhib	HKDC1 inhibitor	PfGluPho inh	SENP7 block	SENP1 FRET inh	SENP6 block	SENP8 block-1	SENP8 block-2
CCCCCc1ccc(-c2ccc(=O)[nH]n2)cc1	3	-1	13	3	2	14	-2	12
CC(NC(=O)/C=C/c1ccco1)c1nc2ccccc2n1Cc1ccccc1F (stereo not drawn)	21	3	26	-2	-10	-25	-7	-8
N=c1sccn1CC(=O)N1N=C(c2ccc(Cl)cc2)CC1c1ccco1 (stereo not drawn)	-1	-5	6	10	-5	-12	-5	7
O=c1c2ccccc2nc(-c2ccccc2)n1Cc1ccco1	5	-9	-19	-3	0	14	-1	13
Cc1ccc(NC(=O)CSc2ccc3nnc(CCNC(=O)c4ccccc4)n3n2)c(C)c1	1	-9	-20	-4	1	5	0	12
O=C(CN(Cc1ccco1)C(=O)CNS(=O)(=O)c1ccc(F)cc1)NCc1ccccc1	3	0	-7	-5	0	-16	-3	5
COc1ccc(Nc2nc(-c3ccccc3)c3ccccc3n2)cc1	9	-10	-8	6	0	-22	-13	20
Cc1cccc(CSc2ccc(-c3cccs3)nn2)c1	2	-3	16	-3	3	-2	-12	20
COc1cccc(NC(=O)CCS(=O)(=O)c2ccc3c(c2)oc(=O)n3C)c1	3	-3	4	3	4	-2	10	8
COc1ccc(-n2nc(C(=O)NCC(=O)N3CC(C)CC(C)C3)c3ccccc3c2=O)c(OC)c1 (stereo not drawn)	5	-5	-7	-8	3	-13	-6	-24
Cc1csc(NC(=O)CSc2nnc(C)c(=O)n2N)n1	-10	-3	7	-5	1	-10	-6	0
CCOC(=O)Cn1nc(-c2ccc(C)cc2)c2ccccc2c1=O	13	-2	7	4	5	3	0	12
CC12CCC(=O)C=C1CCC1C2C(=O)CC2(C)C1CC[C@]2(O)C(=O)CO (stereo partly drawn)	5	-3	-3	2	2	-12	0	24
COc1ccc(S(=O)(=O)NCC2CCC(C(=O)NCc3cccnc3)CC2)cc1 (stereo not drawn)	-19	-4	6	-2	-1	12	-4	0
Cc1ccc2nc(-c3ccc(NC(=O)CCN4C(=O)c5ccccc5C4=O)cc3)sc2c1	-1	-6	-2	-4	-19	74*	51*	-377
CSc1nc2ccc(Nc3nc(N4CCOCC4)nc(N4CCOCC4)n3)cc2s1	24	0	10	4	-1	5	2	-3
CCN(CC)CCOC(=O)c1ccc(N/C=C(/C#N)c2nc(-c3cccc(OC)c3)cs2)cc1	55*	-2	4	-5	1	-10	-1	22
Cc1coc2c(C)c3oc(=O)c(CCC(=O)NCCC(=O)O)c(C)c3cc12	2	-3	2	1	-5	-14	-4	-184
CC1(C(=O)NCCN2CCOCC2)C=CC2(CCCCC2)N1C(=O)c1ccccc1 (stereo not drawn)	3	-4	-2	-7	1	-1	-1	14
O=C(NCC12CC3CC(CC(C3)C1)C2)c1cc2n(n1)C(C(F)(F)F)CC(c1ccco1)N2 (stereo not drawn)	34	5	16	7	-3	19	10	5

The last 4 entries of the section before lead into the next.
SMILES	Apaf1 inhib	HKDC1 inhibitor	PfGluPho inh	SENP7 block	SENP1 FRET inh	SENP6 block	SENP8 block-1	SENP8 block-2
CCN(CC)CCOC(=O)c1ccc(N/C=C(/C#N)c2nc(-c3cccc(OC)c3)cs2)cc1	55*	-2	4	-5	1	-10	-1	22
Cc1coc2c(C)c3oc(=O)c(CCC(=O)NCCC(=O)O)c(C)c3cc12	2	-3	2	1	-5	-14	-4	-184
CC1(C(=O)NCCN2CCOCC2)C=CC2(CCCCC2)N1C(=O)c1ccccc1 (stereo not drawn)	3	-4	-2	-7	1	-1	-1	14
O=C(NCC12CC3CC(CC(C3)C1)C2)c1cc2n(n1)C(C(F)(F)F)CC(c1ccco1)N2 (stereo not drawn)	34	5	16	7	-3	19	10	5
CCOc1ccc(CCNC(=O)C2CCCN(C(=O)N(C)C)C2)cc1OCC (stereo not drawn)	-5	-15	-15	6	0	12	-5	9
CCC1(c2ccc(F)cc2)NC(=O)N(CC(=O)N(C)C2CCS(=O)(=O)C2)C1=O (stereo not drawn)	0	-8	6	-9	2	0	-4	6
O=C(NNC1=NC2(CCCC2)Cc2ccccc21)c1ccncc1	-4	-9	-12	7	2	1	-6	12
O=C(Nc1cccc(-n2cnnn2)c1)c1cc2ccccc2o1	3	-3	1	-4	-1	2	1	-4
CNc1nc(NC#N)nc(SC)n1	-26	-8	-3	3	1	-7	0	17
CC[n+]1c(/C=C(\C)SC)sc2ccccc21	-7	-1	-2	4	-5	9	0	9
COCCN1CC(CNC(=O)c2cc(COc3ccccc3SC)on2)CC1=O (stereo not drawn)	10	7	-13	8	0	0	6	13
COc1cccc(C(=O)Nc2ccccc2N2CCCC2)c1	26	-10	2	9	0	-3	-6	23
COCCn1nnnc1C(c1ccccc1)N1CCN(C)CC1 (stereo not drawn)	18	-1	8	-13	-1	-13	-9	16
COc1ccc(OC)c(C(=O)NC(CC(N)=O)c2ccc(N3CCC(N4CCCCC4)CC3)c([N+](=O)[O-])c2)c1 (stereo not drawn)	8	0	3	4	0	-7	0	4
CN(C)c1cccc(C(=O)NCc2ccc3c(c2)OCO3)c1	4	-4	-9	2	0	6	-3	-282
Cc1onc(-c2ccccc2)c1C(=O)Nc1nc2c(s1)C(=O)CC(C)(C)C2	3	-5	-2	8	3	-2	7	-323
O=C(COC(=O)COc1ccccc1)NCc1ccc2c(c1)OCO2	-1	-5	-13	-11	5	-15	-11	13
Cc1ccc(C)c(OCC(=O)Nc2c(C)n(C)n(-c3ccccc3)c2=O)c1	7	-6	-3	-7	-1	-1	-12	12
CC(C)(C)NC(=O)c1cccc2c1C(=O)c1ccccc1-2	0	2	0	-4	3	5	0	16
O=C(NCc1ccccc1F)C1CCCN1S(=O)(=O)c1ccc(Cl)cc1 (stereo not drawn)	6	6	-11	5	2	6	2	14
CCOC(=S)N/C(=N\S(=O)(=O)c1ccc(C)cc1)c1ccccc1	-6	-9	41	-5	3	-18	-7	8
Cc1ccc(OCC(=O)c2ccc3c(c2)CCCC3)cc1C	15	3	11	1	2	-1	-7	21
Cc1cc(NC(C)c2ccccc2)n2ncc(-c3ccccc3)c2n1 (stereo not drawn)	19	2	17	-12	0	12	-12	-276
O=C(NCCNCCO)c1c(O)c2cccc3c2n(c1=O)CCC3	12	-2	1	-11	-2	-12	-12	-99

SENP8 block-1: what is marked active above
mol	HKDC1 inhibitor	PfGluPho inh	SENP7 block	SENP1 FRET inh	SENP6 block	SENP8 block-1
Cc1ccc2nc(-c3ccc(NC(=O)CCN4C(=O)c5ccccc5C4=O)cc3)sc2c1	-6	-2	-4	-19	74*	51*

Pulled one by one from the list above, 2 records:
SMILES	Apaf1 inhib	HKDC1 inhibitor	PfGluPho inh	SENP7 block	SENP1 FRET inh	SENP6 block	SENP8 block-1	SENP8 block-2
Cc1cc(NC(C)c2ccccc2)n2ncc(-c3ccccc3)c2n1 (stereo not drawn)	19	2	17	-12	0	12	-12	-276
Cc1onc(-c2ccccc2)c1C(=O)Nc1nc2c(s1)C(=O)CC(C)(C)C2	3	-5	-2	8	3	-2	7	-323

New compounds follow
SMILES	Apaf1 inhib	HKDC1 inhibitor	PfGluPho inh	SENP7 block	SENP1 FRET inh	SENP6 block	SENP8 block-1	SENP8 block-2
CCc1ccc(-c2cc(C)no2)cc1S(=O)(=O)N1CC(=O)Nc2ccccc21	19	2	20	3	0	4	-4	8
O=C(NC1CCCCC1)C(c1ccco1)N(C(=O)c1csnn1)c1ccc(Cl)cc1 (stereo not drawn)	7	-2	-8	1	5	-10	9	4
O=C(COC(=O)CSc1ccc([N+](=O)[O-])cc1)NCc1cccs1	6	-6	23	4	7	-11	-18	-5
O=C(Cc1ccc(F)cc1)Nc1nc(-c2ccc(F)cc2)cs1	7	-2	20	8	0	-12	-3	8
CC(=O)Nc1cccc(NC(=O)CSc2nnc(Cc3cccn3C)n2-c2ccc(C)cc2)c1	14	-8	6	-7	-5	-17	-4	-2
COC(=O)c1c(-c2c(Cl)cccc2Cl)noc1C(=O)NNC(=O)N(C)C	-8	-6	-6	-9	2	-30	-2	4
COc1ccc(/C=C2\C(=O)NCC(=O)N2C)cc1	0	5	0	1	-1	-14	0	9
O=C(O)c1cccc(NC(=O)c2cccc(S(=O)(=O)N3CCCCC3)c2)c1	-20	1	-14	78*	3	77*	64*	9
Cc1nc(SCC(=O)NC2CC2)c2c(C)c(C)sc2n1	2	0	-14	-1	0	-11	4	4
COc1ccnc(Oc2cc(Cl)cc(Cl)c2)c1C#N	-3	10	-19	-7	2	-6	9	6
Cc1cc(C(=O)N/N=C/c2cccc([N+](=O)[O-])c2O)n[nH]1	-1	2	-15	3	1	-20	-4	20
CCCN(C(=O)CSc1nc(C2CC2)n(-c2ccccc2)n1)C1CCS(=O)(=O)C1 (stereo not drawn)	-11	-1	-10	5	2	-7	6	-3
COC(=O)Nc1ccc(S(=O)(=O)n2cnc3ccccc32)cc1	-18	-5	-1	7	5	-4	8	18
Cc1c(Nc2nc(-c3ccc(Cl)cc3)cs2)c(=O)n(-c2ccccc2)n1C	12	0	-6	-9	2	-13	-6	10
O=C(CN1C2=NCCN2c2ccccc21)C12CC3CC(CC(C3)C1)C2	16	-5	-3	5	2	-2	-1	22
C#CC[N+](C)(C)CCCCCCCC	0	-18	-3	-9	0	1	-6	14
CC(=O)c1sc(NC(=O)CCS(=O)(=O)c2ccccc2)nc1C	6	-5	-9	-5	1	4	8	6
CCc1cc2c(SCC#N)ncnc2s1	-17	-6	7	1	-4	-8	0	2
COc1ccccc1/C=N\NC(=O)c1ccc(COc2ccc(C)c(C)c2)o1	-5	-6	18	3	3	-2	-2	-10
N#Cc1c(Nc2cccc(F)c2)sc2c(O)cc(=O)[nH]c12	13	-1	24	7	-30	-18	-4	-132
Cc1ccc(C)c(OCCn2ccnc2)c1	-1	7	-6	-8	0	-28	-4	7
COc1ccc(-c2nc(CS(=O)CC(=O)NCCc3ccc(C)cc3)c(C)o2)cc1OC (stereo not drawn)	-3	-5	6	-10	2	-8	-3	4
CC(CC(=O)Nc1nnc(C(C)(C)C)s1)c1ccccc1 (stereo not drawn)	-11	3	20	2	1	12	0	12
COc1cccc2c1OC[C@@H](CO)[C@H]2N(C)C(=O)Nc1ccc(Cl)cc1Cl	9	-2	7	-8	3	-9	-1	7
CC1(C)Cc2c(sc3c2c(=O)n(Cc2ccccc2)c2nncn32)CO1	.	-11	-16	.	-1	.	.	16
O=S(=O)(c1ccccc1)N1c2cc(Cl)ccc2Oc2nc3ccccc3nc21	12	-1	22	10	-35	6	0	-216
COc1cccc(-n2cc(CNCc3c(C(=O)N(C)C)nc4ccc(Cl)cn34)cn2)c1	6	-5	13	1	-2	0	-7	-55
O=C(Nc1ccc2c(c1)OCO2)C1CC(c2ccccc2Cl)=NO1 (stereo not drawn)	-16	-7	8	-2	0	-5	9	7
COc1cc(/C=C2\SC(=S)N(NC(=O)c3ccc(O)c(OC)c3)C2=O)ccc1O	7	9	-92	4	18	-17	5	36
Cc1ccc(Cn2c(C3CCCN3c3nc(-c4cc(Cl)c(N)c(Cl)c4)cs3)nc3cc(Cl)c(Cl)cc32)cc1 (stereo not drawn)	14	0	11	2	-32	-15	-13	0
CCS(=O)(=O)c1ccc(O)c(NC(=O)COc2ccc(Br)cc2)c1	2	-5	2	-5	-1	-18	-10	-3
Cc1cc(C)n(-c2nc(NCCO)c3c4c(sc3n2)CCCC4)n1	8	-3	39	-7	0	-11	1	19
C[C@H]1C=C(C(=O)N2CCN(Cc3ccc4c(c3)OCO4)CC2)O[C@@H](OCc2ccc(CO)cc2)C1	0	-2	-7	-3	0	0	1	8
Cc1cc[n+](CC2OCc3ccccc3CO2)cc1	4	-7	7	3	3	-18	-2	4
